VHR inh abs – DUSP3 (human) phosphatase inhibition; P51452; recombinant VHR phosphatase, pNPP absorbance; inhibition, % at 13.3 µM; hit rate 0.52% among 290,000; in the data active = inhibition above about 50%; also: some compounds called inactive have numbers as strong as hits
BoNT A protease – inhibitors of Botulinum neurotoxin A light chain protease | multiplex microsphere protease substrate cleavage, flow cytometry | inhibition, % at 10 µM | hit rate 0.17% among 360,000 | AID 588499; also: plate controls were buffer without enzyme for full effect and enzyme alone for no effect
PriA SSB inh – blocks PriA binding to SSB C-terminal tail. AlphaScreen SSBct-PriA binding, biotinylated peptide. inhibition, % at 33 µM. hit rate 0.6% among 430,000. AID 1272365; in the data active = inhibition mostly above about 37%, no sharp cut-off; inactive = mostly below about 20%;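 also: plate controls were negative control peptide for no effect and reference peptide for full effect; strong numbers were not always called active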
SARS 3CLpro inh – SARS-CoV 3CLpro protease inhibition; hit rate 0.14% among 290,000; AID 1706; P0C6X7; inhibition, % at 6 µM; recombinant SARS-CoV 3CLpro, quenched FRET peptide cleavage; in the data active = inhibition above about 12%
BoNT-F LC inh – inhibitors of Botulinum neurotoxin F light chain protease; Multiplex microsphere protease cleavage assay, flow cytometry; inhibition, % at 10 µM; hit rate 0.22% among 360,000; in the data active = inhibition above about 35%, passing the limit was not always enough; inconclusive = no clear call, values can overlap the other calls; also: plate controls were buffer without enzyme for full effect and enzyme alone for no effect
MazF activator – increases E. coli MazEF RNase cleavage of RNA; activation, % at 20 µM; FAM/BHQ RNA-DNA oligo cleavage fluorescence, 5 h; AID 504720; hit rate 0.32% among 350,000; P0AE70; in the data active = activation above about 50%
Target sequence (P0AE70 whole entry, looked up): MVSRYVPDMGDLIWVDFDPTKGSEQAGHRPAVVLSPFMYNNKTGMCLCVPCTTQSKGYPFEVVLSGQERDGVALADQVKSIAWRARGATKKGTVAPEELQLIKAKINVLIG
PrPC surface inh – cell surface PrPC inhibition, primary TR-FRET screen; P04156; TR-FRET read-out; inhibition, % at 13.8 µM; hit rate 0.43% among 370,000; AID 720596; in the data active = inhibition above about 24%; also: 0% = median of the test wells and 100% = reference compound wells
Anthrax LF prot – anthrax lethal factor protease inhibition; P15917; AID 588501; inhibition, % at 10 µM; hit rate 0.12% among 360,000; multiplex microsphere protease cleavage assay, LF; also: plate controls were buffer without enzyme for full effect and enzyme alone for no effect
Target sequence (P15917 whole entry, looked up): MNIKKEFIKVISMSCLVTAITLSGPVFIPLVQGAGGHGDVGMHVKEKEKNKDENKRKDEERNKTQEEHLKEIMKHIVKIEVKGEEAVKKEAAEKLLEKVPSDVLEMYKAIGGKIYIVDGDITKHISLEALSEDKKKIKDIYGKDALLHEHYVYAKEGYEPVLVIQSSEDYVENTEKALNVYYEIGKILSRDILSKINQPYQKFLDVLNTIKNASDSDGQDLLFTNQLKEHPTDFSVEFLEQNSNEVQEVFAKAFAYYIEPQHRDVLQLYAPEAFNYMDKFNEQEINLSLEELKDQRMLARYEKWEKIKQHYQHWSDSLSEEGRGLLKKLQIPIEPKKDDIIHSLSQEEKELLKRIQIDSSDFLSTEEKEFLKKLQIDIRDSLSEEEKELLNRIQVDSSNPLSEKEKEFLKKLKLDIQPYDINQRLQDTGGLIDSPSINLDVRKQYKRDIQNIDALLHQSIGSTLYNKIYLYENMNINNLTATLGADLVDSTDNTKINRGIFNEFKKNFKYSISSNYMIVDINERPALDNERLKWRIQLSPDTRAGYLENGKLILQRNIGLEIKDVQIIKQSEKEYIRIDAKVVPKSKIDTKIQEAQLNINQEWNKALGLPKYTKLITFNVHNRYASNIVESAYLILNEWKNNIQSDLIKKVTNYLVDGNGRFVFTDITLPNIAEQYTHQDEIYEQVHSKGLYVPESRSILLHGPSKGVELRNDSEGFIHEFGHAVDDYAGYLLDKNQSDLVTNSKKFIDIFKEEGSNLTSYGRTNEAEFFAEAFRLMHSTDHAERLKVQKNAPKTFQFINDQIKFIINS
CCHFV vOTU inh – blocks the CCHF virus ovarian tumor domain protease. CCHFV vOTU protease, Pep-AMC fluorescence. inhibition, % at 11.5 µM. hit rate 0.55% among 370,000. AID 651958; in the data active = inhibition above about 30%; also: 0% = vehicle wells with enzyme and 100% = no enzyme wells
Rv3671c protease – Rv3671c (M. tuberculosis) protease inhibition; P9WHR9; inhibition, % at 5.96 µM; hit rate 0.048% among 320,000; AID 2606; in the data active = inhibition above about 38%;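 also: extracellular domain of Rv3671c used as enzyme; 0% = enzyme with DMSO and 100% = no enzyme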
Starred values were filed as active, the others as inactive; i = inactive; ? = inconclusive; / = no result given; & = joins results of further samples. Rule as the data show it, unless noted: active = inhibition above about 30%; inconclusive = no clear call, values can overlap the other calls; inactive = below that. The list is partial; rates above refer to the full screens.

Value order – VHR inh abs	BoNT A protease	PriA SSB inh	SARS 3CLpro inh	BoNT-F LC inh	MazF activator	PrPC surface inh	Anthrax LF prot	CCHFV vOTU inh	Rv3671c protease
CC(=O)Nc1cccc(NC(=O)c2cccc(-c3ccc(O)cc3)c2)c1
    21	-1.8	-1	5	3	-7	-7	-4	-5	-25
CCCCc1c(O)nc(SCC(=O)N2CCCCCC2)[nH]c1=O
    17	0.2	-3	6	4	-6	5	1	11	0
O=S(=O)(c1cccc(Br)c1)N1CCN(CCc2ccccc2)CC1
    14	0.1	-11	-1	7	0	2	1	8	0
O=C(Nc1cc2c(cc1Br)OCCO2)c1cccs1
    -8	-0.3	-21	2	-4	4	5	3	-4	7
N#C/C(C(=O)NCc1ccco1)=C1/SC=C(c2ccccc2)N1c1ccccc1
    39	0.2	-9&-14	3	2	11	15	-1	-1	-6
Nc1ncnc2c1ncn2C1OC(CO)C(O)C1O (configuration not stated)
    15	-0.6	0	-2	-2	-2	8	4	2	-6
Cc1ccc(C(=O)NNC(=O)Cn2ccc(C(F)(F)F)n2)o1
    /	6.0	2	/	7	11	7	3	11	3
COC(=O)c1ccc(CN2C(=O)NC3(CCCc4ccccc43)C2=O)o1 (configuration not stated)
    -7	0.8	-17	1	7	9	5	5	3	-1
C=C(C)c1cc2c(ccc3ccc(=O)oc32)o1
    /	-2.0	-3	/	-9	10	-6	-8	-5	-4
C[C@H](NC(=O)c1ccco1)C(=O)Nc1nnc(SCc2ccccc2)s1
    /	-0.2	-5	/	1	0	7	-5	13	-1
CC(Cc1ccccc1)NC(=O)C1CCCNC1=O (configuration not stated)
    19	0.4	-11	0	-2	-4	1	-2	-2	8
COc1ccc(S(=O)(=O)n2nc(OC(C)=O)cc2N(C(C)=O)C(C)=O)cc1
    3	-0.2	7	0	17	-2	-4	7	7	6
COc1ccc(S(=O)(=O)Nc2cc(C)cc(C)n2)c2ccccc12
    -4	-0.5	-3	-1	-8	9	8	-5	1	-12
CCN(CC)S(=O)(=O)c1ccc(Cl)c(C(=O)NC2CCN(Cc3ccccc3)CC2)c1
    12	0.2	-4	0	23	10	5	12	-6	8
Cc1ccc(-n2c(=O)cc(N3CCN(C(=O)c4ccco4)CC3)[nH]c2=O)cc1
    6	0.0	-24	4	-5	8	6	-2	4	-3

The final 3 records of the section before open the next one.
Value order – VHR inh abs	BoNT A protease	PriA SSB inh	SARS 3CLpro inh	BoNT-F LC inh	MazF activator	PrPC surface inh	Anthrax LF prot	CCHFV vOTU inh	Rv3671c protease
COc1ccc(S(=O)(=O)Nc2cc(C)cc(C)n2)c2ccccc12
    -4	-0.5	-3	-1	-8	9	8	-5	1	-12
CCN(CC)S(=O)(=O)c1ccc(Cl)c(C(=O)NC2CCN(Cc3ccccc3)CC2)c1
    12	0.2	-4	0	23	10	5	12	-6	8
Cc1ccc(-n2c(=O)cc(N3CCN(C(=O)c4ccco4)CC3)[nH]c2=O)cc1
    6	0.0	-24	4	-5	8	6	-2	4	-3
COc1ccc(NC(=O)c2ccc(NC(=O)c3cccs3)cc2)cc1
    4	-0.5	/	0	1	-11	3	-5	0	-1
CCn1c(CNC(=O)c2ccco2)nnc1SCC(=O)Nc1cccc(F)c1
    49	0.6	1	2	2	-12	2	0	-3	-5
CC1CCCCN1C(=O)COC(=O)c1cc(Cl)c2c(c1)OCO2 (configuration not stated)
    /	?	-16	/	?	-1	-5	?	1	/
O=C(O)COCC(=O)Nc1ccccc1-c1ccccc1
    28	-0.8	-9	4	-1	3	-1	-3	-18	7
CC(OC(=O)CCC(=O)c1ccc(Cl)s1)C(=O)NC1(C#N)CCCCC1 (configuration not stated)
    /	0.4	-5	/	5	0	-8	4	9	-12
CCOC(=O)[C@H]1[C@H]2COc3ccc(OC)cc3[C@@H]2N2C(=O)CN(Cc3ccc(OC)cc3)C(=O)[C@@]12C
    /	-0.1	-8	/	-1	1	2	-5	2	3
COc1ccccc1CNC(=O)COc1ccccc1C
    15	-2.1	-13	5	?	8	16	-2	-5	/
COc1ccc(NC(=O)N(C)C[C@H]2OCCCC[C@H](C)Oc3ccc(NS(=O)(=O)c4cn(C)cn4)cc3C(=O)N([C@H](C)CO)C[C@@H]2C)cc1
    /	0.1	/	/	1	4	3	-4	-1	/
CSc1nnc(C(C)(C)C)c(=O)n1/N=C/c1ccc(Cl)cc1
    29	2.6	i	0	5	4	-7	-8	-4	1
CNC(=O)CCCCCNS(=O)(=O)c1ccc(C)cc1
    -5	-1.1	-13	0	16	0	-7	4	31*	-2
Oc1ccc2ccccc2c1C=NCc1ccccc1
    -19	/	6	1	/	-1	6	/	9	-40
Cc1ccccc1NC(=O)C1C2CCC(O2)C1C(=O)O (configuration not stated)
    27	-1.0	-25	-1	4	4	10	-8	1	11
CCc1cc(C(=O)N(CC(C)C)c2c(N)n(Cc3ccccc3)c(=O)[nH]c2=O)sc1C
    /	-14	-9	/	-5	-43	-1	3	17	0
CN(c1ncnc(N)c1[N+](=O)[O-])C1CCS(=O)(=O)C1 (configuration not stated)
    14	-0.8	-6	-8	1	9	2	-1	6	7
CN1CCN(c2ccc(CNC[C@H]3O[C@@H](n4cnc5c(=O)[nH]c(N)nc54)[C@H](O)[C@@H]3O)c(F)c2)CC1
    /	0.2	/	/	8	/	-5	2	8	/
O=C(NCC1CCCO1)c1cc(-c2ccncc2)nc2ccccc12 (configuration not stated)
    /	-0.3	-6	/	-5	-7	-6	-2	-47	/
Cc1c(NC(=O)C(C)OC(=O)CC2CC3CCC2C3)c(=O)n(-c2ccccc2)n1C (configuration not stated)
    3	-1.6	-4	-7	-11	12	2	-6	-11	8
CCCn1nnc(NC(=O)COc2ccc(C3CCCCC3)cc2)n1
    22	-0.3	-5	14*	4	4	0	-4	-7	-2
N#CC1=C(N)OC2=C(C(=O)CCC2)C1C1CC=CCC1 (configuration not stated)
    -5	1.8	-8	-1	-2	-7	-4	-1	-1	-3
Cc1cc(NC(=O)c2cc(-c3cccc(OCC(C)C)c3)nc3ccccc23)no1
    -2	1.0	-6	6	4	-1	4	-1	9	-22
O=C(O)c1ccc(Nc2cccc(F)c2)c([N+](=O)[O-])c1
    -41	-0.6	2	0	-14	6	-21	-12	0	-8
COc1ccc(S(=O)(=O)N2CCOC2CNC(=O)C(=O)NCCCc2ccccc2)cc1 (configuration not stated)
    43	-3.1	-11	-3	-2	-4	10	1	15	-9
c1coc(-c2ccnc3ncnn23)c1
    -20	-1.1	9	3	-7	0	-9	-2	-30	-3
COC(=O)c1sccc1NC(=O)c1c(Cl)cnn1C
    5	2.9	-9	-2	1	-2	3	-1	19	-3
CC(=O)c1sc2nsc(SCCN3CCCC3)c2c1N
    -3	0.9	-6	6	-3	-18	-1	-4	4	0
COCCCNC(=O)CSc1nc2ccccc2c(=O)n1CCc1ccc(S(N)(=O)=O)cc1
    2	1.1	-2	0	4	0	2	-1	10	-1
O=C(c1ccc2c(c1)CCN2S(=O)(=O)c1ccccc1)N1CCN(c2ccc(F)cc2)CC1
    17	-2.1	-6	-2	7	-24	6	-2	22	-2
Cc1ccc(S(=O)(=O)N2C[C@@H]3c4ccccc4N(S(=O)(=O)c4ccc(C)cc4)[C@@H]3[C@@H](C)C2CC(=O)c2ccccc2)cc1 (some centres not stated)
    /	-0.5	8	/	2	-4	8	-4	18	/
Nc1nc(Br)c2ccccc2c1-c1ccccc1
    13	-0.9	-2	3	-4	-7	-10	0	5	0
CCc1nc2ccc(C(=O)NCc3ccc(OC)cc3)cn2c1N(CC)CCOC
    /	-0.7	/	/	4	/	-5	0	14	/
N#C/C(=C\c1ccccc1OCC(=O)O)c1nc2ccccc2[nH]1
    -2	-0.7	1	-4	-7	-4	-4	-4	-20	-4
COc1ccccc1C(=O)c1ccccc1C(=O)c1ccccc1
    /	0.5	-19	/	-1	-8	4	-2	-9	/
CCN(CC)C(=O)C1=C(C)N(CCCOC)C(=O)C(CC(=O)NCc2cccs2)C1 (configuration not stated)
    /	-0.1	/	/	-1	5	-3	1	1	/
O=C(N/N=C/c1sc(=O)[nH]c1-[n+]1ccc2ccccc2c1)c1ccccc1[O-]
    -14	/	/	-3	/	7	7	/	5	-1
N=c1c2c3c(sc2nc2n1CCCCC2)CCCCC3
    18	-0.3	-16	1	-10	-2	-2	-1	5	-7
c1ccc(CC2CCN(Cc3ccccn3)CC2)cc1
    27	-0.2	-14	2	4	4	0	-6	9	3
Cc1ccc2nc(N3CCN(c4ccccc4)CC3)c(C=O)c(=O)n2c1
    -3	0.2	6	2	-6	5	9	-1	4	-1
Cc1cc(S(=O)(=O)Nc2c(C)nn(C)c2C)c(Cl)cc1Cl
    27	3.7	-11	4	?	-5	9	6	-9	-6
O=C(NC1CCCC1)c1ccc(Br)o1
    2	0.7	-14	5	8	5	4	-1	14	0
CCOC(=O)OCC(=O)C1(O)CCC2C3CCC4=CC(=O)CCC4(C)C3C(O)CC21C (configuration not stated)
    /	-0.3	15	/	4	-1	8	0	11	/
O=C(O)c1ccc(NC(=O)c2ccc(COc3ccccc3)o2)cc1
    10	0.8	-5	2	-4	1	-2	-4	-4	/
COn1c(-c2ccc(Cl)cc2Cl)nc2ncccc21
    6	1.0	-10	-2	5	5	-5	-1	4	-6
O=C(N/N=C\c1cccnc1)c1cc(-c2ccccc2)nc2c(Cl)cccc12
    -6	0.6	/	0	11	0	1	1	-3	-56
Cc1nn(-c2nnc(NCc3ccccc3)nn2)c(C)c1Br
    2	16	-2	-2	4	-4	1	6	3	-11
O=C(OCc1ccc(O)cc1)c1c(-c2ccsc2)oc2ccc(N3CCOCC3)cc12
    -7	0.4	-22	0	-3	14	6	-5	-6	10
Cc1nnc2n(C)c(=O)c3c4c(sc3n12)COC(C)(C)C4
    /	-0.1	1	/	-2	-12	1	2	-10	9
O=C(O)C(=Cc1ccncc1)c1cccc2ccccc12
    /	-0.1	/	/	-10	6	-1	-5	0	/
Cc1ccccc1C(=O)O
    /	-0.6	0	/	0	7	2	-4	-1	3
O=C(Nc1ccnn1C1CCN(Cc2cc(Cl)ccc2O)CC1)c1cccnc1
    10	0.7	4	1	0	0	-5	1	12	-2
COCCCNC(=O)c1ccc(-c2c(C)noc2C)c2ccoc12
    /	-0.2	/	/	-2	/	-9	-6	0	/
O=C(c1cc(C(=O)N2CCOCC2)c2nc3ccccc3n2c1)c1cc(Cl)cc(Cl)c1O
    19	0.3	0	4	-2	1	7	-2	10	1
CCOC(=O)N1CCC(N2CCCC(C(=O)c3cccc(OC)c3)C2)CC1 (configuration not stated)
    23	0.5	5	7	-6	-2	-8	-2	-10	5
Cc1cccc(N/C(N)=N/c2nc(C)c(Cc3ccccc3)c(=O)[nH]2)c1
    23	0.0	/	1	0	13	7	1	2	-10
COc1ccc(OC)c(C2/C(=C(/O)c3ccccc3)C(=O)C(=O)N2Cc2ccco2)c1 (configuration not stated)
    13	-0.6	/	0	2	1	9	1	4	2
NC(=O)C1CCN(C(=O)CN2CCCc3ccccc32)CC1
    0	1.8	8	-5	-3	1	-12	0	8	-7
Cc1ccc(C)n1-n1c(C)nc2scc(-c3ccccc3)c2c1=O
    6	-1.6	19	2	-2	2	-9	-3	1	4
O=c1cc(CSc2nnc(COc3ccccc3)o2)c2ccccc2[nH]1
    -15	0.3	-5	0	24	3	5	-3	0	-3
Cc1ccc(NC(=O)C2CCN(S(=O)(=O)c3ccc4c(c3)CCCC(=O)N4)CC2)cc1N(C)C
    15	-1.0	12	-2	-4	4	8	4	12	1
